Cdc42 wt – modulators of GTP binding to wildtype Cdc42, primary screen, biochemical, multiplex bead flow cytometry, Bodipy-GTP | GST-Cdc42 beads; actives lie on both sides | AID 761, 2007 | percent activity (GTP binding), % at 10 µM | Cell division control protein 42 homolog (Homo sapiens), P60953 | 190,000 tested, 0.2% active;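 active = percent activity GTP binding at least 20 points away from the 100% baseline, either down as inhibitor or up as activator; inconclusive = compound flagged as likely green fluorescent from well-wide comparison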;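 also: median bead fluorescence of bound Bodipy-FL-GTP at 100 nM; 0% = excess unlabeled GTP control and 100% = no compound control; below 100% means less GTP binding so inhibitor and above means activator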
Target sequence (P60953 whole entry, looked up): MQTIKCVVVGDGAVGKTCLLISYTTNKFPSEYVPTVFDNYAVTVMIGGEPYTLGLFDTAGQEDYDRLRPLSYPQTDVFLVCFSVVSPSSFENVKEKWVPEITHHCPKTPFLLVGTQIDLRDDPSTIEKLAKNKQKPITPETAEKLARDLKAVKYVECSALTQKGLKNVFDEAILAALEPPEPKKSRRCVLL
Mcl1-Bid inh – Mcl-1/Bid binding inhibitors, primary screen, biochemical, TR-FRET, 1536-well | Induced myeloid leukemia cell differentiation protein Mcl-1 (Homo sapiens), Q07820 | TR-FRET Mcl-1/Bid-Dy647 peptide binding | inhibition, % at 21.7 µM | 220,000 tested, 0.97% active | AID 1021, 2008;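 active = compounds that cut the binding signal by more than half at the single screening dose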;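 also: His-tagged Mcl-1 with europium anti-His antibody binding Bid BH3 peptide; 0% = Mcl-1 plus peptide wells and 100% = peptide-only wells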
Target sequence (Q07820 whole entry, looked up): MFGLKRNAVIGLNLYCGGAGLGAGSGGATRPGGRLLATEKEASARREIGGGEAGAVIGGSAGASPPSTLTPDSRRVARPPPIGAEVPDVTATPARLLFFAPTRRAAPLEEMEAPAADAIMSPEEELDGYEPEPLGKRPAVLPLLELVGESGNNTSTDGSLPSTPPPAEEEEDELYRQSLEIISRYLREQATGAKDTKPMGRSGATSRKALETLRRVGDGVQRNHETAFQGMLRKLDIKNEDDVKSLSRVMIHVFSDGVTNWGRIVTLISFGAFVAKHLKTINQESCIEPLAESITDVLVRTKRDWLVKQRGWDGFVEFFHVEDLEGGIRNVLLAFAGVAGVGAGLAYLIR
Avidin bead fluor – green autofluorescence of compounds with avidin beads – biophysical, 488/530 nm, flow cytometry, artefact control, profiling panel. compound fluorescence 488/530 nm; hits give high values. fluorescence (KMESF) at 10 µM. 220,000 tested, 0.38% active. AID 1775, 2009; in the data active = fluorescence above about 47; also: inactives centre near 10
Rac1 mut GTP – GTP binding modulators of activated mutant Rac1, primary screen, biochemical, bead-based flow cytometry, multiplex, fluorescent GTP. Ras-related C3 botulinum toxin substrate 1 (Homo sapiens), P63000. GST-Rac1 activated beads; actives lie on both sides; 100% means binding = to untreated wells. percent activity (GTP binding), % at 10 µM. 190,000 tested, 0.11% active;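 active = GTP binding at least 20 percentage points away from the 100% baseline, in either direction, so actives lie on both sides; inconclusive = Compound likely fluorescent itself, or too few beads counted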
Rab2 wt GTP – modulators of GTP binding to Rab2A wildtype, primary screen, biochemical, dog, bead-based flow cytometry, multiplex | Ras-related protein Rab-2A (Canis lupus familiaris), P61105 | GST-Rab2 wt beads, Bodipy-GTP binding | GTP binding activity, % at 10 µM | 190,000 tested, 0.19% active | AID 760, 2007;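 active = GTP binding activity at least 20 points away from 100%, either lowered or raised; inconclusive = signal likely due to the compound's own green fluorescence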;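 also: 0% = beads with excess unlabeled GTP and 100% = no-compound control corrected for plate trend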
GSH fluor – compound fluorescence on glutathione beads, profiling panel, artefact control, biophysical, 488/530 nm, flow cytometry. GSH beads flow cytometry, compound fluorescence 488/530 nm; hits give high values. fluorescence (KMESF) at 10 µM. 190,000 tested, 0.25% active. AID 1776, 2009; in the data active = fluorescence above about 89;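 also: glutathione beads carrying GST-tagged Bcl family fusion proteins plus one bare bead set; values are compound well signal with DMSO vehicle wells as background; inactives centre near 16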
Mcl1 Noxa PPI – Mcl-1/Noxa binding inhibitors, primary screen, biochemical, TR-FRET, 1536-well | Induced myeloid leukemia cell differentiation protein Mcl-1 (Homo sapiens), Q07820 | TR-FRET Mcl-1/Noxa peptide binding, 2 h | inhibition, % at 21.7 µM | 220,000 tested, 1.5% active | AID 1022, 2008;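 active = compounds that cut the protein-peptide binding signal by more than 50% relative to plate controls in a single-dose test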;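 also: His-tagged Mcl-1 with rhodamine Noxa BH3 peptide and terbium anti-His antibody; 0% = Mcl-1 plus Noxa peptide wells and 100% = peptide-only wells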
Rac1 wt modul – wildtype Rac1 GTP binding modulators, primary screen, biochemical, GST-Rac1 beads, flow cytometry, multiplex | 190,000 tested, 0.27% active | AID 757, 2007 | GTP binding activity (% of control), % at 10 µM | Ras-related C3 botulinum toxin substrate 1 (Homo sapiens), P63000 | fluorescent GTP binding; actives lie on both sides; 0 = cold GTP competed, 100 = untreated;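 active = GTP binding activity at least 20 points away from the 100% control level, either lower or higher; inconclusive = compound flagged as likely green fluorescent, judged across all proteins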
Pf gamet viab – late stage P. falciparum gametocyte viability inhibitors, primary screen, ATP luminescence, HTS | P. falciparum stage V gametocytes, 24 h | inhibition, % at 10.9 µM | 150,000 tested, 0.065% active;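 active = inhibition above the mean plus 3 SD of compounds within the control limits, set per campaign, cut at about 38% in these data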;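 also: 0% = DMSO wells and 100% = medium only without gametocytes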
Rab7 wt GTP bind – modulators of GTP binding to Rab7, primary screen, biochemical, wildtype, multiplex bead flow cytometry | Rab7 GTPase wild type (dog), Bodipy-FL-GTP binding | GST-Rab7 beads, fluorescent GTP binding; actives lie on both sides; untreated = 100%, excess cold GTP = 0% | GTP binding activity (percent of control), % at 10 µM | 190,000 tested, 0.055% active | AID 758, 2007;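 active = fluorescent GTP binding to Rab7 beads changed by at least 20 points from the 100% baseline, either direction, mostly lower; inconclusive = compound itself probably fluorescent, or too few beads counted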;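 also: median green fluorescence of bound Bodipy-FL-GTP per Rab7 bead population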
HRas wt GTP bind – modulators of GTP binding to HRas wildtype, primary screen, biochemical, bead-based flow cytometry, multiplex; GST-Ras wt beads, Bodipy-FL-GTP binding; actives lie on both sides; 190,000 tested, 0.14% active; GTP binding activity, % at 10 µM;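 active = GTP binding activity at least 20% away from the 100% baseline, either lowered as inhibitor or raised as activator; inconclusive = flagged as likely green fluorescent, judged across all proteins in the well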;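 also: 0% = unlabeled GTP competition control and 100% = no-compound control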
Target sequence (P01112 whole entry, looked up): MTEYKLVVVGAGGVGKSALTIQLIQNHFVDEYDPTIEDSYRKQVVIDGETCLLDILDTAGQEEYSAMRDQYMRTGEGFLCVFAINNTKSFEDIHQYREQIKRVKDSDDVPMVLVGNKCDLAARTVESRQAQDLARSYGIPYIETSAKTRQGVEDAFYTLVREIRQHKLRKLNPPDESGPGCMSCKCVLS
The depositor's hits bear a star; ? = inconclusive; / = not tested or not shown.

SMILES	Cdc42 wt	Mcl1-Bid inh	Avidin bead fluor	Rac1 mut GTP	Rab2 wt GTP	GSH fluor	Mcl1 Noxa PPI	Rac1 wt modul	Pf gamet viab	Rab7 wt GTP bind	HRas wt GTP bind
CN(C)CC(O)COc1cc2ccccc2cc1C(=O)N1CCCCC1 (stereo not given)	103	-22	11	98	100	23	15	101	-36	102	101
O=c1c2c3c(sc2n(CCN2CCCC2)c(=O)n1Cc1ccco1)CCCCC3	100	-5	12	99	102	26	8	105	-9	100	102
O=c1c(Cc2ccc(F)cc2)c(O)ccn1CCCN1CCOCC1	99	-80	6	96	94	12	0	100	-29	98	99
O=C(c1cc(C2CC2)on1)N1CCOCC1	101	-16	7	100	101	20	19	106	/	103	103
O=C(O)CC(CNS(=O)(=O)c1ccccc1)c1ccccc1 (stereo not given)	101	-3	5	98	99	18	9	104	/	100	100
O=C(CN1CCOCC1)Nc1ncc(Cc2ccccc2Cl)s1	91	-12	15	95	94	16	1	94	/	94	93
O=C(CSCc1c(F)cccc1Cl)Nc1ccccc1C(=O)N1CCOCC1	99	-9	12	97	97	23	7	99	-17	98	97
COc1ccc(Cl)cc1NC(=O)c1ocnc1C	103	0	24	98	99	15	34	105	/	100	100
Cc1ccc2oc3nc(C)c(C(=O)O)cc3c(=O)c2c1	99	17	8	97	99	33	29	103	16	95	98
CC(=O)c1ccc(-c2ccc(C(=O)N3CCN(c4ccc(F)cc4)CC3)o2)cc1	93	-31	16	94	94	21	6	91	-2	99	94
CCNC(=O)CC1C(=O)N(c2ccc(F)cc2)C(=O)N1Cc1cccs1 (stereo not given)	103	-22	10	97	101	22	4	101	-2	107	100
O=C(Nc1ccc2c(c1)OCCO2)C(=S)NCc1ccccc1	88	-7	23	90	88	10	15	94	-29	92	94
O=C(COc1ccccc1Cl)N1CCN(c2ccc([N+](=O)[O-])c(N3CCOCC3)c2)CC1	96	8	11	94	95	28	-9	95	/	97	95
O=C(NC(NC(=S)Nc1c(Cl)cccc1Cl)C(Cl)(Cl)Cl)c1cccc([N+](=O)[O-])c1 (stereo not given)	99	-15	14	99	97	9	33	103	/	101	99
OCCC1CN(Cc2cccc3c2OCO3)CCN1C1CCCC1 (stereo not given)	96	-31	11	98	98	12	7	105	0	103	101
O=C(NN=C1CCN(Cc2ccccc2)CC1)c1ccccc1O	101	-14	7	98	98	14	10	103	-20	102	99
CCN1CCN(C(=O)c2c(-c3c(F)cccc3Cl)noc2C)CC1	?	1	11	?	?	13	9	?	-20	?	?
CCCN1CCC(NC(=O)CCc2nnc(-c3ccccc3)o2)CC1	98	-15	3	96	96	10	-6	102	-22	95	96
COc1ccc(C(=O)C2CCCN(C(=O)c3cc(C)nc(C)n3)C2)cc1OC (stereo not given)	92	-8	20	94	94	9	1	97	-12	98	96
O=C(NCCC1=CCCCC1)c1ccc(Cl)c([N+](=O)[O-])c1	98	-14	14	100	100	15	0	105	-20	98	101
c1coc(Cn2c(SCc3nc4ccccc4[nH]3)nnc2-c2cnccn2)c1	104	-88	5	98	101	50	19	102	/	99	102
O=C(c1ccco1)N1CCN(C(=O)c2ccc(COc3ccc(F)cc3)o2)CC1	101	-22	20	99	101	12	13	104	/	99	102
CCOC(=O)N1CCN(CC(O)COC2CC(C)CCC2C(C)C)CC1 (stereo not given)	100	10	36	99	97	18	-9	101	5	99	99
COc1cc(SC)ccc1C(=O)Nc1nccs1	96	-6	12	95	94	20	8	97	-18	101	96
CCN(CC)C(=O)CSc1nc(O)cc(=O)n1CC	101	-74	156*	102	101	14	-7	104	/	100	102
CCOc1ccc(NC(=S)NCC(c2cccnc2)N2CCOCC2)cc1 (stereo not given)	91	-33	11	91	90	9	7	86	0	93	90
COCCOC(=O)C1=C(C)NC(=S)NC1c1cccs1 (stereo not given)	100	-64	11	98	98	11	0	100	/	102	98
COc1ccc(/C=C2/SC(c3ccc(C)cc3)=NC2=O)cc1OC	97	22	10	95	101	27	10	99	/	103	98
c1cnc(-c2noc(CN3CCN(C4CCCC4)CC3)n2)cn1	94	-55	10	93	93	14	-1	94	/	101	94
CC1(O)c2ccccc2C(=O)N1Cc1ccccc1 (stereo not given)	102	-3	12	100	100	14	-5	102	15	98	100
CC(=O)N(CC(=O)Nc1nn(-c2ccccc2)nc1C(N)=O)Cc1ccccc1	105	-9	37	101	103	10	1	102	18	102	104
O=C(O)C1CCCN1C(=O)Nc1ccc(Cl)cc1 (stereo not given)	99	2	11	101	99	26	11	107	-6	101	101
CS(=O)(=O)N1CCN(c2ncccn2)CC1	101	-26	14	98	98	36	5	103	1	101	100
CCOc1cc(C2C3=C(CCCC3=O)OC3=C2C(=O)CCC3)cc([N+](=O)[O-])c1O	91	-33	15	90	95	12	9	90	6	97	92
CC1CCN(S(=O)(=O)c2ccc(NC(=O)CSc3nnnn3C)cc2)CC1	98	-12	14	95	96	33	16	97	-19	92	95
CCSc1sccc1C1C(C#N)=C(N)N(c2cccnc2)C2=C1C(=O)CC(C)(C)C2 (stereo not given)	101	-69	23	95	99	11	-1	98	-18	101	99
Nc1nc(CSc2ccccn2)nc(Nc2ccccc2)n1	100	-37	7	95	100	78	-3	99	/	100	100
CCOc1cc(NS(=O)(=O)c2ccc(OC)cc2)c(OCC)cc1NC(C)=O	92	-62	11	97	97	17	17	98	11	104	99
CCN1CCN(CCNC(=O)c2ccc(/C=C3/Sc4ccccc4N(Cc4cccc(Cl)c4)C3=O)cc2)CC1	94	-21	4	96	95	19	15	93	11	92	94
Cc1cc(C)c2[nH]c(=O)c(CN(Cc3ccco3)C(=O)C3CCCO3)cc2c1 (stereo not given)	100	-15	20	98	99	22	-7	99	/	94	100
COc1cccc(C(=O)NC2CCN(CC(=O)Nc3nccs3)CC2)c1	95	-10	31	93	95	12	-17	96	-1	98	96
CC(Cl)C(=O)Nc1cc(C(C)(C)C)nn1-c1ccccc1 (stereo not given)	99	-18	13	96	98	23	-4	96	-9	95	94
CCOC(=O)NC(NC(=O)OCC)C(=O)c1ccc(F)cc1	102	-8	16	100	103	17	11	103	/	99	103
Cc1cc(C)cc(N(C(=O)C(F)(F)F)C(C(=O)NC2CCCCC2)c2cccs2)c1 (stereo not given)	100	7	7	96	99	38	8	102	/	99	99
Cc1ccc(N(C(C)C(=O)Nc2ccc(S(=O)(=O)N3CCOCC3)cc2)S(C)(=O)=O)cc1 (stereo not given)	101	1	21	98	101	51	9	99	11	101	100
CN1CC(=O)NC1=NC(=O)c1cc(F)c(F)cc1Cl	108	-11	7	100	104	19	0	103	/	99	103
COc1ccc(NC(=O)N(CCC(C)C)C(C)c2ccccn2)c(OC)c1 (stereo not given)	97	-24	9	96	97	23	9	95	/	94	97
Cc1ccc(N2C(=O)C3C4CC(=O)C(c5ccccc54)C3C2=O)cc1 (stereo not given)	96	-27	7	97	99	21	-8	97	/	95	100
COc1cccc(N2CC(C(=O)Nc3ccc(C(=O)OC(C)C)cc3)CC2=O)c1 (stereo not given)	101	1	8	97	98	12	-8	99	/	101	100
CC1CC(C)CN(c2cc(N(C)CCO)c([N+](=O)[O-])c3nonc23)C1 (stereo not given)	91	-14	12	94	92	13	13	93	-1	91	93
O=C(O)c1cc(=O)c2cc(Cl)ccc2o1	104	23	13	101	103	34	-2	105	8	102	103
CCOC(=O)c1cccc(NC(=O)CSc2nnc(-c3ccoc3C)n2CCOC)c1	100	-10	10	96	97	30	18	96	/	96	97
CCOC(=O)c1c(NC(=O)CSc2nc3cc(Cl)ccc3s2)sc(C(C)=O)c1C	94	-29	12	99	101	14	-13	101	5	100	99
CCOC(=O)C1=C(C)N=C2SC(C)C(=O)N2C1c1ccc(C(=O)OC)cc1 (stereo not given)	99	-28	8	98	99	31	10	102	/	96	97
CCc1nnc(NC(=O)C2CCCN(c3nc(C)cc(C)n3)C2)s1 (stereo not given)	102	-7	10	97	99	52	10	101	12	99	101
Cn1c(SCC(=O)NCc2ccccc2)nc2c([nH]c3ccccc32)c1=O	101	-27	10	100	100	9	9	110	/	107	105
OCCC1CN(Cc2cccn2-c2ncccn2)CCN1Cc1ccccc1 (stereo not given)	100	-59	7	96	97	13	-7	101	/	97	98
CCOC(=O)CNC(=O)CSc1nnc(Cn2c(=O)sc3ccccc32)n1-c1ccccc1C	97	-10	1	94	94	50	3	94	/	95	93
CCC(C)NC(=O)CN(c1cc(Cl)ccc1OC)S(C)(=O)=O (stereo not given)	102	-8	12	103	102	14	8	106	2	99	101
Cc1scc(C(=O)NCc2ccco2)c1-c1ccccc1	99	-23	22	96	98	17	4	95	4	95	98

Other compounds follow:
SMILES	Cdc42 wt	Mcl1-Bid inh	Avidin bead fluor	Rac1 mut GTP	Rab2 wt GTP	GSH fluor	Mcl1 Noxa PPI	Rac1 wt modul	Pf gamet viab	Rab7 wt GTP bind	HRas wt GTP bind
COCC(C)NC(=O)Cc1ccc(Cl)cc1 (stereo not given)	97	1	6	101	99	19	0	102	11	104	98
Cc1onc(-c2ccccc2Cl)c1C(=O)NCCN1CCOCC1	97	-7	11	93	95	58	12	93	33	99	97
CCOC(=O)N1CCN(C(=O)COc2ccc([N+](=O)[O-])cc2)CC1	97	1	6	97	99	20	-11	98	4	106	99
O=C(C1=NN[C@@H]2C(=O)N(c3cccc(C(F)(F)F)c3)C(=O)[C@H]12)C(c1ccccc1)c1ccccc1	98	-2	25	94	94	16	8	100	12	96	97
O=C(Cn1c(COc2ccccc2)nc2ccccc21)Nc1cc(Cl)c(Cl)cc1Cl	98	-155	9	99	99	14	-69	106	/	97	97
CCOC(=O)C1CCCN(C(=O)c2cc3cc(Br)ccc3oc2=O)C1 (stereo not given)	?	-1	6	?	?	18	6	?	/	?	?
Cc1cc(C)nc(Nc2ncc(O)n2-c2ccccc2)n1	107	-2	31	105	105	18	-19	109	/	104	106

From PubChem
